Bioassay records as filed in PubChem.
FXIIa single = human FXIIa protease inhibitors, primary screen, biochemical, single well; inhibition, % at 10 µM; purified human FXIIa, AMC substrate fluorescence, 2 h; Coagulation factor XII (Homo sapiens), P00748; 33,000 compounds, 0.2% hits; in the data active means inhibition above about 30%;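 further: 0% = enzyme with vehicle only and 100% = no enzyme blank; many of its hits are not listed in these tables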
FXIa single inh = human FXIa protease inhibitors, primary screen, biochemical, single compound per well | inhibition, % at 10 µM | purified human FXIa, fluorogenic AMC substrate cleavage | 33,000 compounds, 0.3% hits | Coagulation factor XI (Homo sapiens), P03951 | AID 687, 2007;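 active means inhibition above 40% in the primary screen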;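 further: 0% = enzyme without compound and 100% = blank wells lacking enzyme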
Target sequence (P03951 19-387 limits assumed): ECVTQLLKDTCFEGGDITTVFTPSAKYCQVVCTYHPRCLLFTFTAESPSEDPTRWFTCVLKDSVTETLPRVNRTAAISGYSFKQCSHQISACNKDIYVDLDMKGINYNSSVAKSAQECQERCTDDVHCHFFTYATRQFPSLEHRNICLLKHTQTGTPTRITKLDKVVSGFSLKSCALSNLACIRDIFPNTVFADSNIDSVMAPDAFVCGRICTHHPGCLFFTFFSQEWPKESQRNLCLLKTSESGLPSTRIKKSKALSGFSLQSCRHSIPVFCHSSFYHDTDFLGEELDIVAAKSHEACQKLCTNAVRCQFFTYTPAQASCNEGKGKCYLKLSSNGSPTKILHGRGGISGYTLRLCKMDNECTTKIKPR
Target sequence (P03951 388-625 limits assumed): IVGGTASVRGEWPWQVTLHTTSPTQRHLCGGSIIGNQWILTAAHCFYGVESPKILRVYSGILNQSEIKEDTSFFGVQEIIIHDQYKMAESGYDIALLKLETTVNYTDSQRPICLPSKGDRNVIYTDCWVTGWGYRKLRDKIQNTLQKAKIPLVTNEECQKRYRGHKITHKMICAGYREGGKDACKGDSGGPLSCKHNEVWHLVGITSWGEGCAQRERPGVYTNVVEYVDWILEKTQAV
* = called active by the depositor. Not all compounds are listed; count on the stated rates, not on these rows.

SMILES | FXIIa single | FXIa single inh
Cc1ccc(CN(c2ccc(C(=O)NCc3cccnc3)cc2)S(C)(=O)=O)cc1 | -4 | 2
Cc1ccc(CSc2nc3ccccc3c(=O)n2Cc2ccco2)cc1 | 6 | -4
Cc1cc(Nc2nc3ccccc3nc2Cl)n(-c2ccccc2C)n1 | 2 | 1
COc1ccc2oc(C)c(C(=O)NN)c2c1 | -9 | 16
CN(c1cccc(NC(=O)COc2ccccc2)c1)S(C)(=O)=O | 5 | 1
O=C(Cc1ccc(-n2c(=S)[nH]c3ccccc3c2=O)cc1)N1CCC(N2CCCCC2)CC1 | 6 | 0
COCCCNC(=O)c1cccn2c(=O)c3cc4ccccc4cc3nc12 | 1 | 2
c1ccc(Nc2ccccc2Nc2ccccn2)nc1 | -1 | 0
O=C1/C(=C/c2ccccc2)CCCc2ccccc21 | 8 | 9
CCCCCCCCN=C1NC(=O)CS1 | 5 | -8
O=C(CN1C(=O)c2ccccc2S1(=O)=O)NCCSc1ccccc1 | -3 | -3
CCCCNC(=O)c1ccc(S(=O)(=O)c2ccc(Cl)cc2)c(NC(C)=O)c1 | 6 | -10
Cc1nc(SCC(=O)NCc2ccco2)[nH]c(=O)c1C | 2 | -9
c1ccc(Cc2nn3c(-c4ccncc4)nnc3s2)cc1 | 1 | -3
CCCS(=O)(=O)n1nc(-c2ccc(C)cc2)cc1N | 4 | 4
CCN(CC)CCn1c2ccc(Cl)cc2c2nc(C)sc21 | 6 | -6
CC(C)Oc1ccc(S(=O)(=O)N(C(C)C)C(C)C)cn1 | 1 | -5
C=CCn1c(CNC(=O)c2cccs2)nnc1SCC(=O)Nc1ccc(C(=O)O)cc1 | -2 | 1
Cc1onc(-c2c(F)cccc2Cl)c1C(=O)Nc1sc2c(c1C(N)=O)CCC2 | 18 | -4
Cc1cc(C)nc(NC(=O)CSc2nc3ccccc3s2)n1 | 3 | -2
CCOC(=O)C1=C(c2ccccc2)N=C2SCC(=O)N2C1c1ccc(OC)c(OC)c1 (configuration not stated) | 5 | -4
O=C1[C@@H]2[C@H](C(=O)N1O)[C@H]1C=C[C@@H]2C1 | -2 | -3
O=C1NC2(CCCCC2)NN1c1ccccc1 | 8 | 3
CC(C)(CNc1ccc([N+](=O)[O-])cc1Cl)CNS(C)(=O)=O | 0 | 2
CC(C)NC(=O)c1ccccc1NC(=O)C1CCCO1 (configuration not stated) | 8 | 5

Reprinted from the results shown, 23 compounds:
SMILES | FXIIa single | FXIa single inh
Cc1cc(Nc2nc3ccccc3nc2Cl)n(-c2ccccc2C)n1 | 2 | 1
COc1ccc2oc(C)c(C(=O)NN)c2c1 | -9 | 16
CN(c1cccc(NC(=O)COc2ccccc2)c1)S(C)(=O)=O | 5 | 1
O=C(Cc1ccc(-n2c(=S)[nH]c3ccccc3c2=O)cc1)N1CCC(N2CCCCC2)CC1 | 6 | 0
COCCCNC(=O)c1cccn2c(=O)c3cc4ccccc4cc3nc12 | 1 | 2
c1ccc(Nc2ccccc2Nc2ccccn2)nc1 | -1 | 0
O=C1/C(=C/c2ccccc2)CCCc2ccccc21 | 8 | 9
CCCCCCCCN=C1NC(=O)CS1 | 5 | -8
O=C(CN1C(=O)c2ccccc2S1(=O)=O)NCCSc1ccccc1 | -3 | -3
CCCCNC(=O)c1ccc(S(=O)(=O)c2ccc(Cl)cc2)c(NC(C)=O)c1 | 6 | -10
Cc1nc(SCC(=O)NCc2ccco2)[nH]c(=O)c1C | 2 | -9
c1ccc(Cc2nn3c(-c4ccncc4)nnc3s2)cc1 | 1 | -3
CCCS(=O)(=O)n1nc(-c2ccc(C)cc2)cc1N | 4 | 4
CCN(CC)CCn1c2ccc(Cl)cc2c2nc(C)sc21 | 6 | -6
CC(C)Oc1ccc(S(=O)(=O)N(C(C)C)C(C)C)cn1 | 1 | -5
C=CCn1c(CNC(=O)c2cccs2)nnc1SCC(=O)Nc1ccc(C(=O)O)cc1 | -2 | 1
Cc1onc(-c2c(F)cccc2Cl)c1C(=O)Nc1sc2c(c1C(N)=O)CCC2 | 18 | -4
Cc1cc(C)nc(NC(=O)CSc2nc3ccccc3s2)n1 | 3 | -2
CCOC(=O)C1=C(c2ccccc2)N=C2SCC(=O)N2C1c1ccc(OC)c(OC)c1 (configuration not stated) | 5 | -4
O=C1[C@@H]2[C@H](C(=O)N1O)[C@H]1C=C[C@@H]2C1 | -2 | -3
O=C1NC2(CCCCC2)NN1c1ccccc1 | 8 | 3
CC(C)(CNc1ccc([N+](=O)[O-])cc1Cl)CNS(C)(=O)=O | 0 | 2
CC(C)NC(=O)c1ccccc1NC(=O)C1CCCO1 (configuration not stated) | 8 | 5

(continued)
SMILES | FXIIa single | FXIa single inh
O=C(NCc1ccccc1)c1ccc(/C=N/O)nc1 | 5 | 2
COc1ccccc1NS(=O)(=O)c1cccc(C(=O)OCC(=O)Nc2cc(C)on2)c1 | 5 | 9
CCC(c1nnnn1CCc1ccccc1)N(Cc1ccco1)Cc1cc2c(C)ccc(C)c2[nH]c1=O (configuration not stated) | -1 | -3
CCCCNC(=O)C1(c2ccc(OC)cc2)CCOCC1 | -9 | 2
O=C(Nc1ccccc1[N+](=O)[O-])C1=C(O)CCn2c1nc1ccccc12 | 6 | 11
CCOC(=O)c1c(C)sc2c1N(C(=O)CCl)c1cc(Cl)ccc1S2 | 5 | 0
CC(=O)NCCc1csc(-c2ccccc2)n1 | 0 | 1
CCOC(=O)N1CCN(C(=O)c2csc3c2CCCCC3)CC1 | 1 | 0
Cc1cc(NC(=O)CSc2n[nH]c(-c3cccs3)n2)no1 | 3 | -7
CCCCc1nnc(NC(=O)CSc2nc(C)cc(=O)[nH]2)s1 | 4 | -12
CN(NC(=O)C(C)(C)C)c1nc(-c2ccccc2)nnc1C(F)(F)F | 7 | 3
CCOC(=O)c1c(NC(C)=O)sc2c(OC)c(Br)ccc12 | 10 | 16
CC(Sc1nc2ccccc2c(=O)[nH]1)C(=O)O (configuration not stated) | 3 | 12
Cc1ccc(C2=[N+]([O-])C3(CCCCC3=O)N(O)C2(C)C)cc1 (configuration not stated) | 9 | 0
Cc1ccc(NC(=O)NC(=O)CN2C(=O)NC3(CCCCCCC3)C2=O)c(C)c1 | 0 | 7
CCn1c(CNc2ccc(Cl)cc2)nnc1SCC(=O)NCc1ccccc1 | 1 | -5
CSc1nc2nc(C)cc(-c3ccccc3)n2n1 | -3 | -4
OC1C=CSc2nc3ccccc3n21 (configuration not stated) | 4 | 4
CCN1/C(=C\C(C)=O)Sc2ccc(OC)cc21 | 1 | -14
Cn1c(C(=O)N2CCc3ccccc3C2)cc2c(=O)n3ccccc3nc21 | -30 | -27
CC(C)(C)NC(=O)CSc1nc2ccc(NC(=O)CSc3nnnn3Cc3ccccc3)cc2s1 | 6 | -4
COC(=O)c1nc2ccc(C)cn2c1F | 2 | 2
Cc1ccccc1-c1noc(N)c1C#N | 12 | 5
CCCCNC(=O)CN1C(=O)NC2(CCCc3ccccc32)C1=O (configuration not stated) | 4 | 3
Cn1c(Cn2nnc3ccccc32)nnc1SCC(=O)c1ccc(F)cc1 | 3 | -4
SMILES | FXIIa single | FXIa single inh
COC(=O)C1=C(C)N(C(C)C)C(=O)C1(NC(C)=O)C(F)(F)F (configuration not stated) | -1 | 0
COC(=O)C1C(=O)OC(C)(C)C1C(C)C(=O)c1ccccc1 (configuration not stated) | 8 | 9
N#Cc1c(SCC(=O)OCc2ccccc2)nsc1SCC(=O)OCc1ccccc1 | 9 | -7
O=S(=O)(c1ccc(Cl)cc1)N1CCC(n2cnc3cc(C(F)(F)F)ccc32)CC1 | 6 | 1
Cc1ccc(C)c(NC(=S)N2CCC(N(C)CC3CCCO3)CC2)c1 (configuration not stated) | -17 | -23
COc1ccc(-n2nnnc2-c2ccccc2)cc1 | 4 | 11
CNC(=O)CSc1nnc(-c2cccs2)o1 | 6 | -5
CC(C)N1CCc2c(sc(N)c2C#N)C1 | 4 | 1
COc1ccc2c(c1)CC(C1(O)C(=O)N(C)c3ccccc31)C2=O (configuration not stated) | 20 | 1
CCOc1ccc(C(C)=O)cc1N1C(=O)C2C(C1=O)C1C=CC2C12CC2 (configuration not stated) | 9 | 1
CCOC(=O)c1cc2c(ccn2-c2ccc(F)cc2)n1CC(=O)N1CCN(C(=O)c2ccco2)CC1 | -22 | 1
CCCCc1cc(=O)oc2c(CN(CC)CC)c(O)c(Cl)cc12 | -111 | -47
COCCn1c(SCC(=O)NC(=O)NC(C)C)nc2ccccc21 | 0 | -2
Cc1nc(CCNC(=O)Cc2ccc(Cl)cc2)cs1 | 5 | 4
O=C(CSc1nc2ccccc2[nH]1)c1ccc(Cl)s1 | 7 | 12
COC(Cn1c(C)c(C(C)=O)c(C(C)=O)c1C)OC | -1 | 2
CC(=O)OC1=Cc2c(ccc3ccc(=O)oc23)OC1(C)C | 3 | -4
Cc1cc(=O)n2[nH]cc(C(=O)O)c2n1 | -14 | 1
COC(=O)Cc1c(C)nc2nc(-c3ccco3)[nH]n2c1=O | -3 | -1
COc1ccc(-c2cc(C(F)F)n3ncc(C(=O)N4CCN(C)CC4)c3n2)cc1 | -21 | 1
CCOC(=O)c1cc(NC(=O)C2C3CCC(O3)C2C(=O)O)cc(C(=O)OCC)c1 (configuration not stated) | 7 | -5
COc1cc2cc(CN(CCO)S(=O)(=O)c3ccccc3)c(=O)[nH]c2cc1OC | 2 | -7
CCCn1c(SCC(=O)Nc2ccccc2N2CCOCC2)nc2c1c(=O)n(C)c(=O)n2C | 3 | 4
O=C(c1cc(N2CCCCC2)nc2ccccc12)N1CCOCC1 | 4 | -6
CC(=O)Nc1c(Cl)n(C(C)=O)c2ccccc12 | 4 | 4
SMILES | FXIIa single | FXIa single inh
Cc1nc(-c2ccc(NS(C)(=O)=O)cc2)cs1 | -12 | -3
CC(C)(C)OC(=O)C1C(=O)CC(C)(O)C(C(=O)OC(C)(C)C)C1c1ccco1 (configuration not stated) | 10 | -1
CC(C)c1ccc(C2C(C#N)=C(N)N3C(=C2C#N)Sc2ccccc23)cc1 (configuration not stated) | 7 | 7
CC(C)[C@H](N)c1nnc(SCC(=O)c2ccc(Cl)cc2)o1 | -13 | 29
Cc1ccc(-n2c(-c3cccnc3)n[nH]c2=S)c(C)c1 | 1 | -1
CCSc1nnnn1-c1ccccc1 | -3 | -2
N#CC1=C(N)Oc2cc(Nc3ccccc3)ccc2C1c1ccncc1 (configuration not stated) | -12 | -15
Cc1ccc(Nc2cc(C)nc(-c3ccccc3O)n2)cc1 | 1 | 2
COc1ccc(-c2nnn(CC(=O)Nc3sc4c(c3C#N)CCCC4)n2)cc1 | 1 | -5
Cn1c(=O)cc(OCCCC(=O)Nc2ccc3c(c2)OCCO3)c2ccccc21 | 0 | 0
Cc1ccc(Cl)cc1N1CCN(S(C)(=O)=O)CC1 | 7 | -4
CCOC(=O)c1c(C)oc2cc3c(C(=O)OCC)c(C)oc3cc12 | 4 | 6
COC(=O)c1cc(OC)ccc1-c1ccc(OC)cc1 | 4 | 4
CCCCN(C)C(=O)CSc1nc(NCc2ccc(OC)cc2)c2ccccc2n1 | 11 | 8
COc1cccc(C2C3(C#N)C(N)=NC(OC)(OC)C23C#N)c1 (configuration not stated) | 0 | -6
Cc1ccc(C)c(-n2c(SCC(N)=O)nnc2-c2ccccn2)c1 | 3 | 6
Cc1ccc2[nH]c(C)c(CC(=O)O)c2c1 | 1 | -2
CCOc1cccc(-c2nn3c(-c4ccccn4)nnc3s2)c1 | 7 | -4
Cc1cccc(NC(=O)C2CCN(S(=O)(=O)c3cccs3)CC2)n1 | -1 | 1
CC(=O)c1c(C)[nH]c(C(=O)COc2cc(C)cc(C)c2)c1C | -3 | -8
CC(C)(C)Nc1nc(C(N)=O)nc(N2CCOCC2)n1 | 4 | -11
COCCNC(=O)c1c(N)n(-c2ccccc2)c2nc3ccccc3nc12 | -36 | -18
CCc1ccc(OCC(=O)Nc2ccc(S(=O)(=O)N3CCCC3)cc2)c(Br)c1 | 12 | 1
CCNC(=O)CN(c1ccc(C)cc1)S(=O)(=O)c1ccccc1 | 0 | -1
COC(=O)c1ccc(NC(=O)CN2CCN(c3ccccc3C)CC2)cc1 | 9 | 0
SMILES | FXIIa single | FXIa single inh
CCCNC(=O)c1cc(SC)ccc1Cl | 7 | -1
Cc1cnc(C(=O)OCC(=O)NCCc2ccccc2)cn1 | 6 | -2
CC1(C)C(c2cccs2)=[N+]([O-])C2(CCCCC/C2=N\NC(N)=O)N1O (configuration not stated) | 7 | -10
CC(C)c1ccc(CN2CC(C(=O)O)CC2=O)cc1 (configuration not stated) | 3 | 12
Cc1ccc(NC(=O)CN(C)C(=O)CSc2nc3ccccc3o2)cc1 | -14 | 33
CCC(=O)Nn1c(C)nnc1C | -15 | -1
Cn1c(C(=O)O)c(CC(=O)N2CCC(Cc3ccccc3)CC2)c2ccccc21 | 9 | -4
COc1ccc(C2C3=C(CC(C)(C)CC3=O)Nc3c2c(=O)[nH]c(=O)n3Cc2ccccc2)cc1OC (configuration not stated) | 5 | -4
COc1ccc2occ(C(=O)c3cccs3)c2c1 | 22 | -7
CCCCC1C(C#N)=C(C)NC2=C1C(=O)CC(C)(C)C2 (configuration not stated) | -7 | 2
Clc1cccc(NCc2nnc(SCc3ccc(Cl)cc3Cl)o2)c1 | -1 | -1
CC(C)c1ccc(-c2c(C#N)c(N)nc(SCC(=O)N3CCCCC3)c2C#N)cc1 | 8 | -2
CCOC(=O)C(NC(=O)c1ccccc1OCC)(Nc1ncccn1)C(F)(F)F (configuration not stated) | 2 | -1
CCOC(=O)Cn1c(-c2nonc2NC(=O)c2ccccc2F)nc2ccccc21 | 2 | 3
COc1ccccc1NC(=O)CSc1nnc(CC(=O)Nc2ccccc2)n1C | 5 | 2
CCOc1cc(C)c(-c2onc(C(F)(F)F)c2-c2csc(C)n2)c(O)c1 | 2 | -3
COc1ccc(/C=N/n2c(-c3ccco3)nc3ccccc3c2=O)cc1 | 8 | 0
